# Screening data from PubChem BioAssay.
# tim10-1 inh: growth inhibitors of tim10-1 mutant yeast, primary screen, luminescence, uHTS | S. cerevisiae tim10-1 ts strain growth, BacTiter-Glo, 24 h | inhibition, % at 20 µM | 330,000 tested, 2.2% active | AID 463190, 2010;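 active = inhibition of at least 40%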;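 also: mutant grown at 25 °C; 0% = DMSO wells with yeast and 100% = wells holding no yeast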
# ATG4B inh: ATG4B protease inhibitors, primary screen, biochemical, fluorescence, uHTS. Cysteine protease ATG4B (Homo sapiens), Q9Y4P1. ATG4B cleavage of LC3-PLA2, NBD-HPC fluorescence, 1 h. inhibition, % at 8.33 µM. 340,000 tested, 0.51% active. AID 504462, 2011; in the data active = inhibition above about 40%
# Target sequence (Q9Y4P1 whole entry, looked up): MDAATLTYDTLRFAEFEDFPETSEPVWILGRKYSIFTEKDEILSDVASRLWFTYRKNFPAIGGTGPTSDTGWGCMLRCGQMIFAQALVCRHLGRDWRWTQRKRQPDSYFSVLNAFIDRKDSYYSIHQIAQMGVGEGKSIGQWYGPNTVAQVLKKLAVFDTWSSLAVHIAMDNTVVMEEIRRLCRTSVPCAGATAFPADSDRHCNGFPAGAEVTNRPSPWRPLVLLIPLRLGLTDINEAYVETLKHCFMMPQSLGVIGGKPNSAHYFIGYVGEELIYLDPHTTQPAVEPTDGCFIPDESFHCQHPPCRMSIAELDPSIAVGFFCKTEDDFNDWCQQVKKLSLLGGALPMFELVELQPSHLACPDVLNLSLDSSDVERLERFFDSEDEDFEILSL
# mIAP inh: inhibitors of mouse IAP, primary screen, biochemical, luminescence, uHTS; intestinal alkaline phosphatase [Mus musculus]; purified mouse IAP, CDP-Star luminescence, 30 min; inhibition, % at 10 µM; 330,000 tested, 0.2% active; AID 2806, 2010;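 active = inhibition of at least 40% at 10 µM in the primary screen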;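 also: plate controls were DMSO with enzyme for no effect and no enzyme wells for full effect; values of inactives mirror those of a sister screen read the other way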
# TIM10 inh: growth inhibitors of isogenic TIM10 control yeast, primary screen, counter-screen for tim10-1 yeast inhibitor project, luminescence, uHTS; 330,000 tested, 1.4% active; AID 463195, 2010; inhibition, % at 10 µM; S. cerevisiae TIM10 strain growth, BacTiter-Glo luminescence, 24 h;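 active = inhibition of 40% or more at the single tested concentration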;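 also: wild-type TIM10 isogenic control strain grown at permissive 25 °C; 0% = DMSO yeast wells and 100% = minimal medium wells without yeast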
# hIAP block: human IAP inhibitors, primary screen, biochemical, luminescence, uHTS; purified IAP, CDP-Star luminescence, 30 min; 330,000 tested, 0.12% active; inhibition, % at 10 µM;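 active = inhibition reaching a set limit with compound at 10 µM in the primary screen, cut at about 35% in these data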;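 also: plate controls were DMSO wells with enzyme for no effect and no-enzyme buffer wells for full effect; values of inactives mirror those of a sister screen read the other way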
# Target sequence (P09923 whole entry, looked up): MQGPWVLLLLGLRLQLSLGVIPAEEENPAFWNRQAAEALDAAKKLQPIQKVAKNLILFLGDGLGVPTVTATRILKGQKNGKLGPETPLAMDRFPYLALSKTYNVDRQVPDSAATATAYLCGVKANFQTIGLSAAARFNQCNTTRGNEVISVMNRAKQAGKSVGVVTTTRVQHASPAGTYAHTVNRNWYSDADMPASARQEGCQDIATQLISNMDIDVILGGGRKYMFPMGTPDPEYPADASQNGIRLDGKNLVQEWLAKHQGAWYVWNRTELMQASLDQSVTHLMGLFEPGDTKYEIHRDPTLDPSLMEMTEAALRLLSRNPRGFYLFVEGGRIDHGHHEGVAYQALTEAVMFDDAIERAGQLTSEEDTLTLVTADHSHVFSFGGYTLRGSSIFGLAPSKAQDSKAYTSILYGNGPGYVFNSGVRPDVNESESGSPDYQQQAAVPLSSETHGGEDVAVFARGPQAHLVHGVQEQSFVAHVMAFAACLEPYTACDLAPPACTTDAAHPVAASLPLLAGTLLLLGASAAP
# NLRP3 yeast inh: NALP3 inflammasome inhibitors in reconstituted yeast, primary screen, luminescence, uHTS | 330,000 tested, 0.39% active | Yeast reconstituted NLRP3/ASC/caspase-1, beta-gal luminescence, 24 h | inhibition, % at 10 µM;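 active = inhibition of 50% or more; inactive = inhibition below 50%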;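 also: plate controls were induced DMSO wells for no effect and uninduced yeast grown without galactose for full effect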
# Apaf1 inhib: inhibitors of human Apaf-1 apoptosome, primary screen, biochemical, DEVD-Rh110 fluorescence, uHTS; 330,000 tested, 0.71% active; reconstituted apoptosome caspase-3 activity; inhibition, % at 20 µM; Apoptotic protease-activating factor 1 (Homo sapiens), O14727; AID 489030, 2010; active = inhibition of at least 40% at 20 µM;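 also: plate controls were DMSO wells for no effect and DEVD-CHO caspase inhibitor wells for full effect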
#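 Assay system – apoptosome proteins · Medium – Hepes buffer, pH 7.5 · Also added – cytochrome c with DEVD-Rh110 · Timing – 30 min compound preincubation, 50 min activation, room temperature · Detection – Rh110 fluorescence, excitation 480 nm, emission 540 nm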
# hIAP act: human IAP activators, primary screen, biochemical, luminescence, uHTS | Intestinal-type alkaline phosphatase (Homo sapiens), P09923 | purified human IAP, CDP-Star luminescence, 30 min; hits give high values; 1 = vehicle-only enzyme, 0 = enzyme-free background | activation factor at 10 µM | 330,000 tested, 0.16% active | AID 2524, 2010;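 active = activation factor of the enzyme at least 2-fold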; also: the source names both 10 and 20 µM as test concentration; values of inactives mirror those of a sister screen read the other way
# mIAP act: activators of mouse IAP, primary screen, biochemical, luminescence, uHTS; muIAP, CDP-Star luminescence, 30 min; hits give high values; 1 = vehicle-only enzyme signal, 0 = enzyme-free wells; activation factor at 10 µM; 330,000 tested, 0.24% active; AID 2805, 2010;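 active = activation factor of at least 2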; also: the source names both 10 and 20 µM as test concentration; values of inactives mirror those of a sister screen read the other way
#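 Assay system: mouse IAP enzyme / Compound: DMSO-dissolved test compounds / Timing: 30 min, room temperature / Measured by: luminescence from enzymatic CDP-Star hydrolysis / Control set: DMSO-only wells, enzyme-free buffer wells as negative control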
# * hit, by the source's call; . = not tested or not shown; & = joins results of further samples.
SMILES,tim10-1 inh,ATG4B inh,mIAP inh,TIM10 inh,hIAP block,NLRP3 yeast inh,Apaf1 inhib,hIAP act,mIAP act
Cc1csc(CN(C)C(=O)C2CCC(=O)N(CCN(C)C)C2)n1 (stereo not given),-6,-9,0,4,34,8,6,0.67,1
O=C(O)CCC(=O)N1N=C(c2ccccc2)CC1c1ccc(Br)cc1 (stereo not given),-10,-3,-2,2,4,16,-5,0.96,1
Cn1c(Nc2cccc(Cl)c2)nc2ccccc21,13,6,-7,-8,10,27,-2,0.9,1.1
CCOc1ncccc1C(=O)OCC(=O)NCCCc1ccccc1,-6,-1,5,-13,-5,8,-5,1.1,0.95
C=CCn1c(SCc2c(C)noc2C)nnc1C1COc2ccccc2O1 (stereo not given),39,-8,-3,9,-22,17,20,1.2,1
COC1CCN(Cc2cn(Cc3ccccc3)nc2-c2cc3ccccc3o2)CC1,15,-4,-1,3,4,10,16,0.96,1
CCC(C)Sc1ccc([C@@H]2[C@@H]3C(=O)N(C)C(=O)[C@@H]3[C@]3(C(=O)OC)CCCCN23)cc1OC (stereo not given in full),24,-7,-10,18,-12,16,29,1.1,1.1
O=C(O)C1Cc2ccccc2CN1C(=O)c1ccco1 (stereo not given),4,0,16,-7,-1,9,-3,1,0.84
CCOc1ccc(Cn2c(=O)sc3ccccc32)cc1,7,-5,-16,-9,-8,32,-4,1.1,1.2
CC(C)[C@H]1COCCS(=O)(=O)N1Cc1ccccc1-c1cccc2c1oc1ccccc12,19,-4,14,-6,.,.,14,.,0.86
Cc1c(NC(=O)C2(C)CCCCC2)c(=O)n(-c2ccccc2)n1C,5,2,2,1,14,10,-21,0.86,0.97
CN(C)S(=O)(=O)c1ccc(Cl)c(C(=O)OCC(=O)NC(=O)NC2CCCC2)c1,-9,-5,5,-8,4,13,-2,0.96,0.95
Cn1c(-c2ccc(F)c(F)c2)cc2onc(-c3ccccc3)c2c1=O,21,2,4,18,10,14,6,0.9,0.95
CCOc1ccc(-c2nnc(-c3ccncc3)o2)cc1,9,-4,6,-6,9,23,-421,0.91,0.94
CCOC(=O)c1c(N)ssc1=S,10,-3,17,9,1,6,-35,0.99,0.83

# Arranged by the number under hIAP block (smallest number first): three from the list above.
structure	hIAP block
COC1CCN(Cc2cn(Cc3ccccc3)nc2-c2cc3ccccc3o2)CC1	4
Cc1c(NC(=O)C2(C)CCCCC2)c(=O)n(-c2ccccc2)n1C	14
Cc1csc(CN(C)C(=O)C2CCC(=O)N(CCN(C)C)C2)n1 (stereo not given)	34

# Returning to the listing, starting 3 compounds before the break.
SMILES,tim10-1 inh,ATG4B inh,mIAP inh,TIM10 inh,hIAP block,NLRP3 yeast inh,Apaf1 inhib,hIAP act,mIAP act
Cn1c(-c2ccc(F)c(F)c2)cc2onc(-c3ccccc3)c2c1=O,21,2,4,18,10,14,6,0.9,0.95
CCOc1ccc(-c2nnc(-c3ccncc3)o2)cc1,9,-4,6,-6,9,23,-421,0.91,0.94
CCOC(=O)c1c(N)ssc1=S,10,-3,17,9,1,6,-35,0.99,0.83
Cc1cc(=O)oc2cc(NC(=O)C(C)Oc3ccccc3)ccc12 (stereo not given),8,-4,-3,-4,-15,11,6,1.2,1
COC(=O)[C@@H]1[C@H]2C[C@H]3c4[nH]c5ccccc5c4CCN3C[C@@H]2CC[C@@H]1O,-16&11,-6&4,7&9,-4&9,6&-2,22&22,-9&-3,0.94&1,0.93&0.91
Cc1ccc(NS(=O)(=O)c2ccc(C(=O)NCC(c3ccco3)N3CCCCC3)cc2)cc1 (stereo not given),-3,-9,4,-6,0,9,13,0.99,0.96
COc1cccc2cc(-c3csc(NC(=O)CCC(=O)NCCCN4CCC(C)CC4)n3)c(=O)oc12,-2,-15,4,15,1,20,0,0.99,0.96
CCOC(=O)c1[nH]c(CSc2nnc(-c3ccncc3)n2CCOC)c(C(=O)OCC)c1C,13,-12,-10,18,4,-3,19,0.96,1.1
O=C(O)CNC(=O)C1COc2ccccc2O1 (stereo not given),-1,2,0,7,13,16,-4,0.87,1
Cc1ccccc1-n1ncc2c([N+](=O)[O-])cc([N+](=O)[O-])cc21,48*,-13,4,68*,-2,17,8,1,0.96
C=C(C)Cn1c(N2CCCC2)nc2c1c(=O)[nH]c(=O)n2C,0,-1,-2,10,-2,12,3,1,1
CCN(CC)c1nc2c(c(=O)n(C)c(=O)n2C)n1CCCc1ccccc1,4,-1,2,-2,0,12,5,1,0.98
Cc1c(NC(=O)Nc2ccc(F)cc2)c(=O)n(-c2ccccc2)n1C,27,-7,-2,-17,-7,12,4,1.1,1
c1ccc(Cc2nn3c(-c4ccncc4)nnc3s2)cc1,19,3,20,8,12,1,21,0.88,0.8
Cc1ccc(C(=O)N/C(=C/c2cccnc2)C(=O)N2CCCCCC2)cc1,14,0,5,7,20,9,-8,0.8,0.95
Cc1ccc(NC(=O)CNc2ccc(Cl)c(Cl)c2)cc1S(=O)(=O)N(C)C,24,-10,-29,20,5,18,17,0.95,1.3
O=C(CN(Cc1cccs1)C(=O)CNC(=O)c1ccco1)NC1CCCCC1,17,6,4,-6,12,15,6,0.88,0.96
CSc1sc(C(=O)NC(=O)NCc2cccnc2)c(C)c1-c1ccon1,9,-7,2,16,11,10,13,0.89,0.97
CCCCN(C)C(=O)C(Cc1ccccc1)NS(=O)(=O)c1ccc2c(c1)c(=O)n(C)c(=O)n2C (stereo not given),6,6,-13,-12,14,9,11,0.86,1.1
CCOC(=O)/C(C#N)=C\c1cc(C)n(-c2ccccc2)c1C,17,-2,4,11,4,2,16,0.96,0.96
Cn1ncc(Cl)c1C(=O)NC(=S)Nc1sc2c(c1C#N)CCCCC2,21,-11,8,-1,3,2,10,0.97,0.92
COCCn1c(SCc2ccc(Cl)cc2)nc2c1c(=O)[nH]c(=O)n2C,-12,-11,-7,-1,-8,4,12,1.1,1.1
Cc1ccccc1CNC(=O)CCNS(=O)(=O)c1ccc(OC(F)(F)F)cc1,-13,-10,0,-5,1,14,13,0.99,1
Cc1csc(NC(=O)c2ccc(C)c([N+](=O)[O-])c2)n1,-2,-4,-4,6,6,18,1,0.94,1
O=C1CSC(c2ccccn2)N1c1ccc(F)cc1F (stereo not given),1,-3,6,-1,4,2,-20,0.96,0.94
Cc1ccc(NS(=O)(=O)c2c(C)noc2C)cc1,-1,-1,-1,-23,-10,9,2,1.1,1
CC(C)(C)SCCNC(=O)c1ccccc1,4,-4,-6,0,26,-1,-5,0.74,1.1
Cc1nc(SCCCSc2n[nH]c(C)n2)n[nH]1,5,3,16,-16,-84,-19,3,1.8,0.84
O=C(c1ccc(Cl)c(S(=O)(=O)N2CCCCC2)c1)N1CCN(c2ccccc2)CC1,19,1,7,-10,-7,10,17,1.1,0.93
Cc1ccc(/C=N\NC(=O)CCc2n[nH]c(=O)[nH]c2=O)o1,5,-14,-5,0,-3,4,2,1,1
COc1ccc(NC(=O)CN(C)C(=O)Cc2ccsc2)cc1,4,-2,-1,-1,-21,7,-7,1.2,1
CC1CCCN(CCCNC(=O)c2ccc3c(c2)N(Cc2ccccc2F)C(=O)c2ccccc2S3(=O)=O)C1 (stereo not given),9,-7,9,0,-7,9,14,1.1,0.91
O=C(c1ccc(Cl)cc1)C1CCN(C(=O)N2CCOCC2)CC1,10,-7,-11,-7,3,-4,-7,0.97,1.1

# Reprinted at random: six compounds from above
SMILES,tim10-1 inh,ATG4B inh,mIAP inh,TIM10 inh,hIAP block,NLRP3 yeast inh,Apaf1 inhib,hIAP act,mIAP act
CCOC(=O)/C(C#N)=C\c1cc(C)n(-c2ccccc2)c1C,17,-2,4,11,4,2,16,0.96,0.96
O=C(c1ccc(Cl)c(S(=O)(=O)N2CCCCC2)c1)N1CCN(c2ccccc2)CC1,19,1,7,-10,-7,10,17,1.1,0.93
Cc1csc(NC(=O)c2ccc(C)c([N+](=O)[O-])c2)n1,-2,-4,-4,6,6,18,1,0.94,1
Cn1ncc(Cl)c1C(=O)NC(=S)Nc1sc2c(c1C#N)CCCCC2,21,-11,8,-1,3,2,10,0.97,0.92
Cc1ccc(/C=N\NC(=O)CCc2n[nH]c(=O)[nH]c2=O)o1,5,-14,-5,0,-3,4,2,1,1
Cc1nc(SCCCSc2n[nH]c(C)n2)n[nH]1,5,3,16,-16,-84,-19,3,1.8,0.84

# Next part:
SMILES,tim10-1 inh,ATG4B inh,mIAP inh,TIM10 inh,hIAP block,NLRP3 yeast inh,Apaf1 inhib,hIAP act,mIAP act
CCOC(=O)c1[nH]c2c(c1-c1ccccc1)C(=O)CC(c1ccccc1)C2 (stereo not given),-1,3,4,1,0,14,-7,1,0.96
O=C(NCc1ccccc1)C1CCCC1,16,.,-5,-9,0,2,3,1,1.1
Cc1cccc(NC(=O)/C(C#N)=C/c2ccccc2O)n1,22,7,1,11,18,4,7,0.82,0.99
Cc1sc2nc(CSc3nc4ccccc4c(=O)n3CCCN3CCOCC3)[nH]c(=O)c2c1C,20,-12,-4,17,9,4,7,0.91,1
COc1cc(F)cc(-c2ccc3c(c2)c(C#Cc2ccsc2)c(-c2cc(OC)cc(OC)c2)n3C)c1,-5,3,3,4,4,21,2,0.96,0.97
COc1ccc(C(CNC(=O)COc2ccccc2OC)N2CCCCC2)cc1 (stereo not given),17,0,1,1,-16,-3,-15,1.2,0.99
Cc1cc(C)c2c(SC(C)C)nc(N)nc2n1,14,3,2,7,1,24,5,0.99,0.98
CCCCCCc1cc2cc(-c3nnc(-c4ccccc4)o3)c(=O)oc2cc1O,10,6,20,-2,-14,-1,68*,1.1,0.8
CC1(C)NC(=O)N(CC(=O)N2CCCC(C(F)(F)F)C2)C1=O (stereo not given),0,4,1,-1,-10,13,-6,1.1,0.99
O=C(c1cccc(OC2CCN(Cc3cc(F)cc(F)c3)CC2)c1)N1CCCC1,16,4,6,-5,-6,12,5,1.1,0.94
COc1ccc(NC(=O)CCS(=O)(=O)c2ccc3c(c2)CCN3C(C)=O)cc1,-9,-1,0,-1,-2,10,-14,1,1
CCOc1cc(/C=C/C(=O)N(CC)CC(=O)NCc2cccs2)cc(Cl)c1OC,21,-11,8,5,-5,5,8,1,0.92

# Molecules shown so far that have a CF3 group, in the order listed:
SMILES,tim10-1 inh,ATG4B inh,mIAP inh,TIM10 inh,hIAP block,NLRP3 yeast inh,Apaf1 inhib,hIAP act,mIAP act
Cc1ccccc1CNC(=O)CCNS(=O)(=O)c1ccc(OC(F)(F)F)cc1,-13,-10,0,-5,1,14,13,0.99,1
CC1(C)NC(=O)N(CC(=O)N2CCCC(C(F)(F)F)C2)C1=O (stereo not given),0,4,1,-1,-10,13,-6,1.1,0.99

# This is a random part of the collection; about 4.5% have a hit in one of these screens.
